Screening results (PubChem BioAssay)
L929 necroptosis: blocks zVAD induced death of L929 cells; L929 zVAD necroptosis rescue, ATP luminescence, 24 h; with zVAD 60 µM; viability rescue, % at 10 µM; hit rate 0.38% among 220,000;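 active means activation, scaled between plate controls, above about 75%, limit read from the data; inactive means activation under that limit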;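 further: 0% = zVAD with DMSO and 100% = DMSO alone without zVAD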
Hck Nef HTS: inhibitors of human Hck kinase activated by Nef; Recombinant Hck-YEEI plus Nef, Z-Lyte FRET kinase assay; inhibition, % at 20 µM; hit rate 0.68% among 220,000; AID 463187;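 active means Hck-Nef kinase inhibition above about 50%, limit read from the data; inactive means inhibition below that limit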;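 further: 0% = DMSO with Hck plus Nef and 100% = Hck alone without Nef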
14-3-3 Bad inh: disrupts binding of bovine 14-3-3 zeta to phospho-Bad peptide | P63103 | TR-FRET 14-3-3zeta/Dy647-pBad peptide displacement, 1 h | inhibition, % at 21.7 µM | hit rate 0.71% among 220,000;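 active means inhibition above about 70%, limit read from the data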;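 further: 0% = full 14-3-3 plus peptide FRET controls and 100% = background without 14-3-3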
Target sequence (P63103 whole entry, looked up): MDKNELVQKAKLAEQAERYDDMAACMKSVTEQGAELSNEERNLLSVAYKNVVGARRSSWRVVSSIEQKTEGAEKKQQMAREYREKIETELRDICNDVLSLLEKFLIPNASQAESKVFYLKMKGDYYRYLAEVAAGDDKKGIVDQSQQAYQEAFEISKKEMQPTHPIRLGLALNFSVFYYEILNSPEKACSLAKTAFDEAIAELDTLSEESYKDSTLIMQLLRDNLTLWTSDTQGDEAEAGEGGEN
Rad51 HR inh: blocks human Rad51 in homologous recombination; inhibition, % at 10 µM; hRad51 DNA strand exchange, fluorescence dequenching; AID 1385; hit rate 0.085% among 200,000; Q06609;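 active means inhibition above 40% at the single screening dose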;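 further: 0% = DMSO control wells and 100% = blanks with heterologous ssDNA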
Target sequence (Q06609 whole entry, looked up): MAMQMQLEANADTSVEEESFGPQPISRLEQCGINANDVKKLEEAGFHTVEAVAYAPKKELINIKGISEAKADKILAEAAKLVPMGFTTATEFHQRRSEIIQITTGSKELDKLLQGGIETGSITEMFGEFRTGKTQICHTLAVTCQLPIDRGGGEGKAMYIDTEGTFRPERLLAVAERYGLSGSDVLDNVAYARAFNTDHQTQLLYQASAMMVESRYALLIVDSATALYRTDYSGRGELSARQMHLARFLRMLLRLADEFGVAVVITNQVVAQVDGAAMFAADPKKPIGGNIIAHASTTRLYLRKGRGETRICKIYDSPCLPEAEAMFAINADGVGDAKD
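Test system – preformed human Rad51 ssDNA filaments · Reagent – Donor/quencher-labelled 47-bp dsDNA substrate · Incubation – 37 °C 15-min filament assembly, 30-min compound preincubation, 15-min exchange · Signal – FRET fluorescence dequenching, excitation 485 nm, emission 520 nm · Read-out – percent inhibition from fluorescence, normalised to plate control and blank means · Benchmarks – plate control and blank wells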
Calpain2 inh: calpain II (pig) inhibition | inhibition, % at 16 µM | purified calpain II, fluorogenic peptide substrate, 30 min | AID 1236 | hit rate 0.37% among 220,000;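 active means inhibition above about 50%, limit read from the data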
EP2 antag: inhibitors of human EP2 prostaglandin E2 receptor. C6 glioma cells expressing human EP2, cAMP TR-FRET; cells stimulated with saturating PGE2. hit rate 0.52% among 260,000. inhibition, % at 25 µM. AID 1422;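 active means percent inhibition above 40 after rounding to a whole number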;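 further: rat C6 glioma host cells with rolipram phosphodiesterase inhibitor present; the protocol text gives 20 µM as final concentration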
Target sequence (P43116 whole entry, looked up): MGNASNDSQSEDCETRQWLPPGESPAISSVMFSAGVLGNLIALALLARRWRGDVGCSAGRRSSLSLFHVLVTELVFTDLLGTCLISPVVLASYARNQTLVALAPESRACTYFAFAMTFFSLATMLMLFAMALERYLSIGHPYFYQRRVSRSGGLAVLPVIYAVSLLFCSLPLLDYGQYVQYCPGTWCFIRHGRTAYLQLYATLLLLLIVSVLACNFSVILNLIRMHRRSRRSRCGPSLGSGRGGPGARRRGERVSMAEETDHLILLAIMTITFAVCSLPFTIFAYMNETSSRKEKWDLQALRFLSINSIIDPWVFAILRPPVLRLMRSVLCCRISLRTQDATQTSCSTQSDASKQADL
EP2 mod: modulators of human EP2 prostaglandin E2 receptor. hit rate 0.83% among 260,000. EP2-expressing cells, cAMP HTRF FRET, PGE2 co-stimulation. P43116. induction, % at 25 µM;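 active means compounds whose cAMP rise, as percent of the full-agonist control response, exceeds 60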;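 further: rat C6 glioma line stably carrying human EP2 under a CMV promoter; the protocol text gives 20 µM as final concentration; 100% = response of wells given 1 µM PGE2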
TbHK1 inh: blocks Trypanosoma brucei hexokinase 1 activity; AID 1430; hit rate 0.11% among 220,000; inhibition, % at 10 µM; recombinant TbHK1, G6PDH-coupled NADH A340;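 active means inhibition of 50% or more in the single-dose primary screen; inactive means inhibition below 50%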
eIF4E-4G inh: blocks eIF4E binding to eIF4G. inhibition, % at 21.7 µM. AID 782. TR-FRET eIF4E-eIF4GI(517-606) binding, 2 h. hit rate 0.37% among 220,000. P63073+Q04637;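 active means inhibition above about 30%, limit read from the data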;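 further: 0% = full FRET control wells and 100% = background wells lacking eIF4GI fragment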
An asterisk follows results filed as active; . = not tested or not shown; & = joins results of further samples; [ ] = remark or other dose.

nr	smiles	L929 necroptosis	Hck Nef HTS	TbHK1 inh	eIF4E-4G inh	Rad51 HR inh	EP2 antag	14-3-3 Bad inh	EP2 mod	Calpain2 inh
1	CCOC(=O)c1ccc(NC(=S)N2CCN(CCN=CC3=C(O)CC(C)(C)CC3=O)CC2)cc1	2.8	23	-7	5	6	6	-9	12	-25
2	Fc1ccc(COc2ccc(Br)cc2CNCC2CCCO2)cc1 (stereo not given)	-0.3	17	6	1	-2	3	-6	-7	31
3	CCN1C(=O)CSC1=NC1C2CC3CC(C2)CC1C3 (stereo not given)	16	2	2	0	3	12	-2	47	15
4	O=S1(=O)CC(NCc2ccccc2)C(Nc2ccccc2)C1 (stereo not given)	0.2	11	5	0	1	7	5	-12	0
5	CC1CCc2c(sc3ncnc(SCC(=O)c4ccccc4)c23)C1 (stereo not given)	-0.1	11	-5	0	5	13	-9	12	1
6	CC(=O)NC1C(Oc2ccccc2C)OC(CO)C(O)C1O (stereo not given)	6.1	22	-6	0	1	4&10	-1	-6&7	-32
7	CCCN(CCC)S(=O)(=O)c1ccc(C(=O)Nc2c(C)n(C)n(-c3ccccc3)c2=O)cc1	1.3	18	2	2	1	4	-5	15	-3
8	Clc1ccc(-c2nc3cnccn3c2Nc2ccc3c(c2)OCO3)cc1	-0.9	5	-4	-2[fluorescence artefact?]	-4	16	-10[fluorescence artefact?]	-19	5
9	C=CCNc1nc(-c2ccccc2)c(C(=O)OCC)cc1C#N	0.1	1	-11	-1	-9	9	-3[fluorescence artefact?]	-2	-18
10	Cc1nc2cc3c(cc2c(C)c1C(=O)OC(C)C)OCO3	1.7	5	1	9[fluorescence artefact?]	0	8	5	9	-25
11	COC(=O)c1cc(NC(=O)C2COc3ccccc3O2)cc(C(=O)OC)c1 (stereo not given)	-0.1	2	-5	2	.	5	-7	16	13
12	Cc1ccc(C(=O)Nc2cccc(-c3cn4ccccc4n3)c2)cc1	3.5	8	-11	4	.	5	-7	-36	-9
13	COc1ccc(-c2[nH]c(-c3cccc(OC)c3)nc2SCC(=O)NC2CCCC2)cc1	2.8	-2	-5	1	-2	12	-5	-22	-65
14	CCOC(=O)c1cccc(S(=O)(=O)N2CCCC2)c1	-0.7	3	-4	-12	2	2	0	14	14
15	Cc1ccc(SC[C@H](c2ccccc2)N2CCN(C)CCC2=O)cc1	-0.5	26	4	-5	2	19	1	-18	-9
16	COC(=O)c1cccc(Cn2c(Cl)c(/C=N/Nc3ccccc3C)sc2=O)c1	0.8	7	-4	9	-55	5	15[fluorescence artefact?]	-79	-9
17	CCC(=O)Oc1ccc(C(CC)C(CC)c2ccc(OC(=O)CC)cc2)cc1 (stereo not given)	2.0	-6	-4	3	0	9	-5[fluorescence artefact?]	69*	-7
18	CC(C)CCN1CCN(Cc2cccn2-c2ccccn2)CC1CCO (stereo not given)	-1.1	3	8	4	.	2	-5	6	21
19	OC(COCc1ccccc1)CN1CCN(c2ccccc2F)CC1 (stereo not given)	-0.3	1	0	3[fluorescence artefact?]	-4	4	56[fluorescence artefact?]	3	-23
20	COc1ccc(CCNS(=O)(=O)c2ccc3c(c2)CCN3C(=O)CCC(=O)O)cc1OC	-1.0	-3	-2	2	1	12	2	3	10
21	O=C(NC1CCCCC1)NC1CC2CCC(C1)N2C(=O)NCc1ccccc1 (stereo not given)	-0.5	-1	-7	-13	.	8	3	6&-7	17
22	CN(Cc1ccccc1)S(=O)(=O)c1cccc2nsnc12	-0.1	-8	-7	0	-19	8	-18	-30	-3
23	COc1ccc(OC)c(-c2cc(C(F)(F)F)c3c(n2)sc2c(O)cc(=O)[nH]c23)c1	0.3	9	-24	-3	-6	6	-1	15	-30
24	Nc1c(-c2ccccc2)n[nH]c1-c1ccccc1	-0.1	9	8	-3	5	4	9[fluorescence artefact?]	-2	-92
25	COCC(=O)Nc1ccccc1-c1ccccc1	0.1	-24	12	-1	-20	9	0	15	20
26	COc1ccc(CNC(=O)CCC(=O)N2CCN(S(=O)(=O)c3ccc(Cl)cc3)CC2)cc1	2.2	0	-3	5	-3	8	-4	7	2
27	CC(C)C1CC(CCN2CCCCC2)(c2ccccc2)CCO1 (stereo not given)	-0.3	-12	6	-4	-19	5	-10	-8	9
28	CCN(Cc1ccncc1)Cc1cn[nH]c1-c1cc(OC)c(OC)c(OC)c1	-0.5	7	-8	-4	-7	6	-7	14	-36
29	Cc1cc(N(C)C)c(C#N)c(N2CCOCC2)n1	0.2	0	-16	1	-9	7	0	9	19
30	CCN1CCN(Cc2ccccc2NC(=O)Nc2ccc(C)cc2)CC1	0.7	-7	8	-1[fluorescence artefact?]	6	11	-8	-10	-5
31	Cc1cc(NC(=O)CSc2nccn2C)n(-c2ccccc2)n1	0.0	7	-7	4	-10	4	0	-9	27
32	O=C(CSc1nnc(SCc2cccc3ccccc23)s1)N/N=C/C=C/c1ccccc1[N+](=O)[O-]	.	6	-18	1	24	8	0	29	-74
33	CCS(=O)(=O)N1CCC(C(=O)NCC2CCCO2)CC1 (stereo not given)	0.6	1	1	-3[fluorescence artefact?]	4	-1	-11[fluorescence artefact?]	23	1
34	CC(C)c1nc(SCC(=O)Nc2c[nH]c(=O)[nH]c2=O)c2cnn(-c3ccccc3)c2n1	-0.3	26	-4	25	6	3	62	-6	-71
35	COc1cccc(NC(=O)c2ccccc2SC)c1	0.4	-7	-4	5	5	-5	-12	61*	24
36	CCCCC(CC)C1OCC(C[N+]2(C)CCOCC2)O1 (stereo not given)	0.9	0	-10	1	10	6	5	5	-4
37	COc1ccc(N(CC(=O)Nc2ccccc2C(=O)NCc2ccco2)S(C)(=O)=O)cc1	0.5	-2	-2	3	-3	6	10	-1	4
38	COc1ccc(NC(=O)c2ccc(Oc3ncccn3)cc2)cc1	3.4	-9	-3	-6	14	10	-6	-8	5
39	O=c1c2ccccc2[nH]c(=S)n1CCCN1CCOCC1	0.4	0	-4	-1	-2	8	24[fluorescence artefact?]	-17	21
40	CCCC(=O)Nc1ccc(NC(=O)c2cccs2)cn1	1.0	0	-1	-1	5	10	18	-25	13
41	CC(C)c1ccc(/C=N/NC(=O)c2ccccn2)cc1	1.1	19	-22	55*	.	4	1	-15	-6
42	N#CCC(=O)Nc1ncn(Cc2ccccc2Cl)n1	-0.7	4	-1	2	9	6	-8	19	-7
43	O=C(/C=C\NCC(=O)c1ccccc1)c1ccc2ccccc2c1	0.0	0	-21	-1	-15	7	-2	-4	3
44	O=C(N/N=C/c1ccco1)c1ccc2nc[nH]c2c1	0.0	35	-7	3	5	8	1	-4	18
45	COc1cccc(C2C(C#N)=C(C)NC3=C2C(=O)CC(C)(C)C3)c1 (stereo not given)	0.2	18	-8	13	4	1	-7	5	-477
46	COc1ccc(-c2cc3ccccc3n2CC(O)Cn2nc(C)cc2C)cc1 (stereo not given)	0.0	-2	-8	-11	-7	4	-9	9	-61
47	CC/C(=N\NC(=O)CNC(=O)/C=C/c1ccco1)c1ccccc1	-0.1	0	-1	-1[fluorescence artefact?]	-3	2	10	-16	-5
48	CCOC(=O)C(CCc1nnc(N)s1)C(=O)OCC	-0.9	-14	0	2[fluorescence artefact?]	8	8	11	-2	-14
49	Cc1cccc(S(=O)(=O)Nc2cccc(-c3cn4ccsc4n3)c2)c1	0.4	2	4	-3	-6	13	3	-7	-5
50	COc1ccc(C(=O)CSc2nc(C(C)(C)C)nc3ccccc23)cc1	6.3	10	10	-2	-9	5	5	10	53*

12 structures out of the list, arranged by SMILES length, ascending.
nr	smiles	L929 necroptosis	Hck Nef HTS	TbHK1 inh	eIF4E-4G inh	Rad51 HR inh	EP2 antag	14-3-3 Bad inh	EP2 mod	Calpain2 inh
42	N#CCC(=O)Nc1ncn(Cc2ccccc2Cl)n1	-0.7	4	-1	2	9	6	-8	19	-7
48	CCOC(=O)C(CCc1nnc(N)s1)C(=O)OCC	-0.9	-14	0	2[fluorescence artefact?]	8	8	11	-2	-14
40	CCCC(=O)Nc1ccc(NC(=O)c2cccs2)cn1	1.0	0	-1	-1	5	10	18	-25	13
36	CCCCC(CC)C1OCC(C[N+]2(C)CCOCC2)O1 (stereo not given)	0.9	0	-10	1	10	6	5	5	-4
41	CC(C)c1ccc(/C=N/NC(=O)c2ccccn2)cc1	1.1	19	-22	55*	.	4	1	-15	-6
38	COc1ccc(NC(=O)c2ccc(Oc3ncccn3)cc2)cc1	3.4	-9	-3	-6	14	10	-6	-8	5
43	O=C(/C=C\NCC(=O)c1ccccc1)c1ccc2ccccc2c1	0.0	0	-21	-1	-15	7	-2	-4	3
47	CC/C(=N\NC(=O)CNC(=O)/C=C/c1ccco1)c1ccccc1	-0.1	0	-1	-1[fluorescence artefact?]	-3	2	10	-16	-5
50	COc1ccc(C(=O)CSc2nc(C(C)(C)C)nc3ccccc23)cc1	6.3	10	10	-2	-9	5	5	10	53*
49	Cc1cccc(S(=O)(=O)Nc2cccc(-c3cn4ccsc4n3)c2)c1	0.4	2	4	-3	-6	13	3	-7	-5
45	COc1cccc(C2C(C#N)=C(C)NC3=C2C(=O)CC(C)(C)C3)c1 (stereo not given)	0.2	18	-8	13	4	1	-7	5	-477
37	COc1ccc(N(CC(=O)Nc2ccccc2C(=O)NCc2ccco2)S(C)(=O)=O)cc1	0.5	-2	-2	3	-3	6	10	-1	4

Other results.
nr	smiles	L929 necroptosis	Hck Nef HTS	TbHK1 inh	eIF4E-4G inh	Rad51 HR inh	EP2 antag	14-3-3 Bad inh	EP2 mod	Calpain2 inh
51	COc1ccc(CNn2c(-c3cccs3)nc3ccccc3c2=O)cc1OC	0.5	24	-16	-1	-2	9	-12	23	-8
52	O=C(COc1ccc(Cl)cc1Cl)N1CCN(c2ccccn2)CC1	1.2	-6	1	2	7	7	-2	-58	-14
53	C=C(C)Cn1c(N2CCN(CC)CC2)nc2c1c(=O)[nH]c(=O)n2C	0.3	2	-4	6	4	8	4[fluorescence artefact?]	20	-3
54	CCOc1ccc(CCNC(=O)C2CCCN2C(=O)OCc2ccccc2)cc1OCC (stereo not given)	1.0	23	0	0	-8	6	-1	16	6
55	O=c1cc(-c2ccc(O)cc2)oc2ccccc12	40	-28	-31	-1	-5	21	-6	17	-10
56	COc1ccc(CCNC(=O)Cn2cccc2C(=O)c2ccccc2)cc1OC	-0.3	3	30	-5	5	8	-6[fluorescence artefact?]	30	-12
57	CC(=O)N1CCc2cc(Br)cc(S(=O)(=O)N3CCN(C(=O)c4ccco4)CC3)c21	-0.3	0	18	-1	0	16	-4	-7	-11
58	Cc1nnc(SCc2nc3ccccc3[nH]2)s1	3.4	1	6	2	-1	12	-6	-4	-25
59	O=C1CCCC/C1=C\Nc1ccc(C(=O)O)c(O)c1	0.5	12	-49	0	-9	5	2	27	6
60	COc1cc(-c2nc(Cc3c(F)cccc3Cl)no2)cc(OC)c1OC	0.4	4	-4	.	1	7	.	.	.
61	Cc1ccc(Sc2ccc(CN3CCCCC3)cc2[N+](=O)[O-])cc1	-1.0	-6	-3	-1	.	7	4	15	26
62	Cc1ccc(NC(=O)CCC(=O)c2cccs2)cc1	0.1	-1	0	-2	-6	4	0[fluorescence artefact?]	-13	-16

Some of the compounds tested, so the mix of outcomes need not match the whole.
